High-throughput results as filed in PubChem.
N370S GC mod: inhibitors or activators of N370S glucocerebrosidase for Gaucher disease | Potency, µM (doses to about 59.4 µM), for inactives: top-dose activity change, negative = inhibition, most hits filed as inhibitors | AID 2101 | N370S GC spleen homogenate, 4MU-glucoside fluorescence | 330,000 tested, 0.092% active;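 also: 0% = full enzyme activity and -100% = no enzyme basal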
FEN1 inhibitor: blocks human flap endonuclease 1; Potency, µM (titrated, usually from 114 µM), for inactives: at the top dose activity change, negative = inhibition, most hits filed as inhibitors; AID 588795; 390,000 tested, 0.35% active; Recombinant FEN1 flap cleavage, fluorescence, 15 min; also: nearly all actives have a fitted effect of over 65% in size
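Steps: FEN1 (10 nM) dispensed; compound added by pin tool; 15 min at room temperature; substrate added to 50 nM final; reads at 0 min and 15 min; data normalized and fitted (four-parameter Hill).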
GCN5L2 inh: blocks human GCN5L2 histone acetyltransferase. GCN5L2 HAT assay, ThioGlo1 CoA-SH fluorescence. Potency, µM (series often up to 58.9 µM), for inactives: top-dose activity change, negative = inhibition, actives largely listed as inhibitors. 390,000 tested, 0.21% active. AID 504327
Target sequence (Q92830 whole entry, looked up): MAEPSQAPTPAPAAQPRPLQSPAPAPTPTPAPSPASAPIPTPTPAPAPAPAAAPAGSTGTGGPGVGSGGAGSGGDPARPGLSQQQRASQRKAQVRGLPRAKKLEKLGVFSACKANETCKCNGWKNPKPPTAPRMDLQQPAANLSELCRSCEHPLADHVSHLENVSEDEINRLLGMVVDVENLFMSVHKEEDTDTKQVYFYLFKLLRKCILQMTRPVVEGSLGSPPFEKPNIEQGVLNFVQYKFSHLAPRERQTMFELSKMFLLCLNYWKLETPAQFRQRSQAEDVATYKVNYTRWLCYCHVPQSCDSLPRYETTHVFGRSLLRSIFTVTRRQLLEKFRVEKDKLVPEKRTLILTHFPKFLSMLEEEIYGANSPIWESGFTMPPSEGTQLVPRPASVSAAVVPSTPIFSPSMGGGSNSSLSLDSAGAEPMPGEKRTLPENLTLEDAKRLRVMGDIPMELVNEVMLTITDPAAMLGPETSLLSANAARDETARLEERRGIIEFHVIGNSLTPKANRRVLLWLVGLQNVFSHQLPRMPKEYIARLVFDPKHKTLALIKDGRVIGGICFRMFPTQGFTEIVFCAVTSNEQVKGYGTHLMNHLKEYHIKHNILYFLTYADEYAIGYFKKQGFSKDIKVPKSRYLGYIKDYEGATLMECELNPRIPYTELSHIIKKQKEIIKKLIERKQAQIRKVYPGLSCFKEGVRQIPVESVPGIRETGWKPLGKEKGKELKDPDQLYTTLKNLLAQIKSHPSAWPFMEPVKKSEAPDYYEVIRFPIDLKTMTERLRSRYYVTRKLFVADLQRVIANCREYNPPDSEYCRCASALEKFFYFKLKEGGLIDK
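GCN5L2 (20nM final) in 50mM HEPES, 0.1mM EDTA pH 7.5, 0.01% Tween-20 was preincubated 15 min at room temperature with compound, then given ThioGlo1 (50uM), H3(1-25) peptide (75uM) and acetyl-CoA (70uM); CoA-thiol fluorescence (Ex340/Em540) was read at 0 and 20 min.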
An asterisk follows results filed as active; u = inconclusive; x = no result given; & = joins results of further samples; [ ] = remark or other dose. Calls follow the shape of the dose curve; as a rule, active = well fitted curve in the direction sought with a large enough effect; inconclusive = small, poorly fitted or top-dose-only effect, or another doubt; inactive = no such curve, though single readings can be large; an effect the other way counts as inactive or inconclusive. Unless noted, % is scaled to controls: 0 for no effect and ±100 for the full control effect; potency is read from the fitted curve at half-maximal effect. The list is partial, so the mix of outcomes need not match the whole.

nr | smiles | N370S GC mod | FEN1 inhibitor | GCN5L2 inh
1 | COC(=O)c1c(NC(=O)CCCOc2ccccc2C)sc2c1CCC(C)C2 (stereo not given) | x | 6% | -6%
2 | O=C(O)CCC(=O)N1CN2CN(C(=O)CCC(=O)O)CC([N+](=O)[O-])(C2)C1 | 0% | 1% | 1%
3 | COc1ccc(NC(=O)NNC(=O)c2ccc(-c3ccccc3)cc2)cc1 | -1% | -18% | -14%
4 | CCn1cc(C(=O)N2CCN(c3cc(C)ccc3C)CC2)c(=O)c2cc(S(=O)(=O)N(C)C3CCCCC3)ccc21 | x | -2% | -4%
5 | CC(C)C(NS(=O)(=O)c1cccc2nsnc12)C(=O)NCCC1=CCCCC1 (stereo not given) | 0% | -15% | -2%
6 | COC(=O)[C@@H]1C[C@@]2(O)[C@H](O)[C@H](O)[C@H](O)C[C@H]2N1C/C=C/c1ccccc1 | 4%&-18% | 21% | u
7 | CC(=O)C1=C(O)CC(c2ccccc2)CC1=NCCc1ccccc1 (stereo not given) | 8% | -1% | -3%
8 | CCCCOC(=O)c1ccc(NC(=O)c2cnccn2)cc1 | 1% | -11% | 2%
9 | O=C(Cn1cncn1)c1ccc(F)cc1F | 5% | -4% | 0%
10 | COc1ccccc1CNC(=O)COC(=O)c1cccc(S(=O)(=O)N2CCCC2)c1 | -5% | -4% | 1%
11 | CCOC(=O)c1c(C)[nH]c(N=Nc2ccccc2C)c1C | -17% | -23% | -2%
12 | CC(=O)N1CCN(S(=O)(=O)c2cccc(C(=O)OCc3ccc(C(C)(C)C)cc3)c2)CC1 | -16% | -6% | -1%
13 | COc1cc(Cl)c(C)cc1NC(=O)CSc1nnc(CN2CCCC2)o1 | x | -2% | -1%
14 | COc1ccc(Nc2ncnc3ccccc23)cc1 | -1% | 4% | -3%
15 | Cc1cc(C)cc(NS(=O)(=O)c2cc3c(cc2C)NC(=O)CO3)c1 | x | -6% | -9%
16 | Cc1ccc(-c2nc(N)c3c(-c4ccc(C)cc4)nn(C(C)(C)C)c3n2)cc1 | 1% | -4% | 0%
17 | Cc1noc(C)c1C(=O)Nc1nccs1 | -13% | 2% | -13%
18 | Cc1ccc(-c2csc3ncnc(Sc4nnc(CN5CCCCCC5=O)o4)c23)cc1 | 7% | -21% | -2%
19 | CCOc1ccc(C(=O)Oc2cc(C)[nH]c(=O)c2[N+](=O)[O-])cc1 | -14% | -1% | 0%
20 | CCc1nc2c(cnn2-c2ccc(Cl)cc2)c(=O)n1-c1ccc2c(c1)OCCO2 | -3% | -2% | 0%
21 | CC1=C(C(=O)OCC2CCCCC2)C(c2cccc(Cl)c2Cl)CC(=O)N1 (stereo not given) | x | 21% | -1%
22 | COc1ccc(CCCc2nnc(SCC(=O)Nc3ccc(C)c(C)c3)o2)cc1 | 6% | -2%&-9% | 3%&-1%
23 | COc1cc(OC)c(NC(=O)C2=C(C)C(=O)OC23CCN(C(C)=O)CC3)cc1Cl | x | -1% | -2%
24 | Cc1nc(NC(=O)CSc2nnnn2C)sc1C | 14% | 1% | -4%
25 | Cc1ccc(C(C)C)c(OCC(O)CN2CC(C)OC(C)C2)c1 (stereo not given) | -1% | -7% | -1%
26 | COc1cc(/C=C/C(=O)N2CC(C)OC(C)C2)cc(OC)c1OC (stereo not given) | -20% | 11% | -3%
27 | Cc1cc(OCC(=O)Nc2c(C)n(C)n(-c3ccccc3)c2=O)ccc1[N+](=O)[O-] | -2% | 2% | -5%
28 | O=C(CN1CCN(c2ccccc2F)CC1)NCc1ccccc1 | -17% | -1% | -9%
29 | Cc1cccc(-n2cnc(C(=O)N/N=C\c3ccc(Br)cc3)c2)n1 | 17% | 3% | -6%
30 | Cc1ccc(OCC(=O)OCC(=O)c2ccccc2)cc1C | 3% | 8% | 2%

Four of the entries above in order of the N370S GC mod value, lowest first:
No.	Structure	N370S GC mod
3	COc1ccc(NC(=O)NNC(=O)c2ccc(-c3ccccc3)cc2)cc1	-1%
5	CC(C)C(NS(=O)(=O)c1cccc2nsnc12)C(=O)NCCC1=CCCCC1 (stereo not given)	0%
16	Cc1ccc(-c2nc(N)c3c(-c4ccc(C)cc4)nn(C(C)(C)C)c3n2)cc1	1%
7	CC(=O)C1=C(O)CC(c2ccccc2)CC1=NCCc1ccccc1 (stereo not given)	8%

Continuation.
nr | smiles | N370S GC mod | FEN1 inhibitor | GCN5L2 inh
31 | COC(=O)c1cccc(NC(=O)Nc2cc(C(=O)NCc3cccc(F)c3)ccc2N2CCCC2)c1 | x | -5% | -1%
32 | CC1(C)Cc2c(sc(NC(=O)c3ccco3)c2C#N)CO1 | -1% | -5% | -16%
33 | CCC1=C(OC(=O)N(CC)CC)N2C(=O)OC(=NCCc3c[nH]c4ccccc34)[C@]2(C)[C@H]2C1=CC[C@H]1C(=O)NC(=O)[C@H]12 | -12%&-10% | -14% | -13%
34 | CCN(CC)C(=O)c1sc(NC(=O)C(Sc2ccccc2)c2ccccc2)c(C(=O)OC(C)C)c1C (stereo not given) | 1% | -4% | -2%
35 | O=C(COC(=O)c1ccccc1SCC(=O)NC1CCCCC1)NC1CCCCC1 | -28% | -4% | 0%
36 | Cc1ccc(-c2csc(N3CCN(c4cc5c(cc4Cl)nc(C(C)N)n5CCCO)CC3)n2)cc1 (stereo not given) | -8% | -15% | -8%
37 | CCc1ccc(CNC(=O)c2ccc3c(c2)NC(=O)C(N2CCOCC2)S3)cc1 (stereo not given) | -10% | 5% | -3%
38 | Cc1ccc(S(=O)(=O)N2CCC(C(=O)OCC(=O)NC(C)c3ccc(F)cc3)CC2)cc1C (stereo not given) | x | 1% | -3%
39 | COc1ccc(Nc2oc(COc3ccccc3OC)nc2C#N)cc1 | -1% | -3% | -2%
40 | COc1ccc(CCN2CC(C(=O)N3CCC(OC)CC3)CCC2=O)cc1 (stereo not given) | 0% | -1% | -6%
41 | O=C(NCc1ccccc1)c1cc(Sc2cccc(Cl)c2)nc2ccccc12 | x | 1% | 10%
42 | Cc1ccc2oc3c(c(=O)c2c1)C(c1ccccc1F)N(CCCN1CCOCC1)C3=O (stereo not given) | x | -2% | 5%
43 | COc1cc(OC)cc(N(C(=O)CNC(=O)c2ccco2)C(C(=O)NCC2CCCO2)c2ccccc2)c1 (stereo not given) | -3% | 0% | 0%
44 | N#Cc1ccccc1NC(=O)C(=O)NCCc1csc2nc(-c3cccc(F)c3)nn12 | x | -3% | -4%
45 | OCC[C@@H]1C[C@@H](O)[C@H](O)[C@@]2(CCc3ccccc3O2)O1 | -1% | -6% | -11%
46 | O=C1c2ccccc2C(Nc2cccnc2)N1Cc1ccc2c(c1)OCO2 (stereo not given) | -12% | -7% | 4%
47 | O=C(NCc1ccc2c(c1)OCO2)C1CC(=O)N(C2CCCC2)C1 (stereo not given) | 8% | 5% | u
48 | O=C(c1ccco1)N1CCN(c2ncnc3scc(-c4cccs4)c23)CC1 | 7% | -10% | -6%
49 | O=C(CSc1nccn1-c1cccc(F)c1)NC1CCCC1 | x | 2% | -2%
50 | CCCCc1ccc(C(=O)Nc2ccc3nc(N4CCN(CC)CC4)cc(C)c3c2)cc1 | x | 14% | -6%
51 | CCOc1ccc(NC(=S)NCCCN2CCOCC2)cc1 | 20% | 9% | 2%
52 | CC(=O)c1c(C)[nH]c(C(=O)/C(C#N)=C/c2cccc(C)c2)c1C | -3% | -19% | -2%
53 | Cc1ccc(S(=O)(=O)N2CCCCC2)cc1NS(=O)(=O)c1ccccc1F | x | 2% | -1%
54 | O=C(/C=C/NNC(=O)c1cccc(Br)c1)c1ccccc1 | 13% | 16% | -7%
55 | CCn1cc(C(=O)Nc2ncccc2O)c(=O)c2cc(F)c(N3CCN(C(=O)c4ccco4)CC3)cc21 | 0% | -3% | -29%
56 | O=C(Nc1ccc(Cl)cc1)N1CCCN(c2ccc(C(F)(F)F)cc2[N+](=O)[O-])CC1 | -5% | -11% | -16%
57 | O=C(NCc1ccco1)c1cnn2c(C(F)(F)F)cc(-c3ccccc3)nc12 | u | -4% | -1%
58 | O=C1Nc2ccccc2/C1=N\N=C\C1=C(N2CCOCC2)C(=C\c2ccccc2)/CC1 | 4% | x | 63%[activator]
59 | COc1ccc(NC(=S)NNC(=O)COc2ccc(Cl)cc2Cl)cc1 | 27% | -11% | 49%[activator]
60 | NC(=O)c1cccnc1Nc1ccccc1Cl | -8% | -1% | -3%
61 | CC(C)(C)OC(=O)N1CCCC1C(=O)N1CCCC1C(=O)N1CCCC1C(=O)O (stereo not given) | -1% | 4% | -8%
62 | COCc1cc(C)nc(N/N=C/c2ccc(-c3ccc(Cl)cc3[N+](=O)[O-])o2)c1C#N | -5% | 5% | -11%
63 | C/C(=N\NC(=O)c1c(Br)c(C)nn1C)c1cccc(NC(=O)c2ccccc2C)c1 | 3% | -7% | -3%
64 | CSc1n[nH]c(=S)n1N | -1% | 14% | 22%
65 | COCCn1c(CNc2ccc(F)cc2)nnc1SCC(=O)Nc1ccc(OC)cc1OC | -1% | -2% | x
66 | CCCCOc1ccc(CNC(=O)CN2C(=O)CCn3nc(-c4cn(C)c5ccccc45)cc32)cc1 | x | -13% | -4%
67 | O=C(CCCn1c(=O)[nH]c2ccsc2c1=O)Nc1ccc(F)cc1 | 24% | 15% | -4%
68 | O=C(NCCc1ccccc1)c1ccc(=O)[nH]c1 | -5% | -4% | 16%
69 | CC(C)c1ccc(C2NC(=O)NC3=C2CCc2ccccc23)cc1 (stereo not given) | 4%[12.8 µM] | -6% | -8%
70 | COc1ccc(-c2noc(-c3ccc(NCCc4ccccc4)c([N+](=O)[O-])c3)n2)cc1 | x | -6% | -4%
71 | CCCn1c2ccccc2c2cnn(CC(=O)NCC3CCN(Cc4ccccc4C)CC3)c(=O)c21 | x | -15% | -5%
72 | Cc1ccc(C2C(C#N)=C(N)Oc3c2c(=O)n(C)c(=O)n3C)cc1 (stereo not given) | -6% | 2% | -4%
73 | Cc1cnc(C(=O)OCC(=O)N2C(C)CCCC2C)cn1 (stereo not given) | x | -6% | 0%
74 | O=C(/C=C/c1ccc(OCc2ccccc2)c(OCc2ccccc2)c1)c1cccnc1 | 7% | -19% | -14%
75 | CCc1c(C(=O)NNC(=S)NCCc2ccccc2)csc1C | 2% | 1% | 0%
76 | COc1cccc(CC(=O)Nc2ccc(S(=O)(=O)N3CCCCC3)cc2)c1 | x | u | -11%
77 | CC1(C)CC(=O)c2sc(NC(=O)Cc3cccs3)nc2C1 | 5% | -4% | 5%
78 | Cc1cccc(NC(=O)CCc2ccccc2)c1 | 10% | 7% | -2%
79 | Cc1ccc(/C=C/C2=NN(Cc3ccc(Cl)c(Cl)c3)C(=O)CC2)cc1 | 2% | -15% | -5%
80 | O=S(=O)(c1ccc2oc(=S)[nH]c2c1)N1CCOCC1 | x | -6% | -20%
81 | Cc1ccc(OCC(=O)NC2CC(C)(C)NC(C)(C)C2)c(C)c1 | 10% | 12% | -1%
82 | Cc1ccc(C(=O)Nc2ccc3oc(-c4ccccc4C)nc3c2)cc1 | x | 9% | -7%
83 | O=C(NCCNC(=O)c1ccc(Br)o1)c1ccc(Br)o1 | -2% | 1% | -2%
84 | COc1ccc2[nH]c(C(=O)N(Cc3ccccn3)Cc3ccccn3)cc2c1 | -1% | -20% | -8%
85 | C=CCNC(=O)NC(=O)COn1nnc2ccc(S(=O)(=O)N(C)C)cc21 | 0% | -8% | -2%
86 | COC(=O)c1oc2ccc(Br)cc2c1NC(C)=O | 1% | 22% | 2%
87 | Cc1[nH]c2ccc(C(=O)N3CCCCC3)cc2c1C | -15% | 0% | 2%
88 | CCn1cc(C(=O)NCCCN2CCC(C)CC2)c(=O)c2cc(S(=O)(=O)N3CCCC3)ccc21 | 3% | -3% | -9%
89 | CC(C)c1ccc(N=C(N)N=C(N)N)cc1 | -1% | -1% | -3%
90 | COc1ccc(C(=O)c2ccc3oc(-c4ccc(OC)cc4)c(-c4ccc(O)cc4)c3c2)cc1 | x | -15% | -4%

(list continues)
nr | smiles | N370S GC mod | FEN1 inhibitor | GCN5L2 inh
91 | Cc1ccc(NC(=O)c2cnc(SCC(=O)NCC3CCCO3)n(C)c2=O)cc1 (stereo not given) | 3% | 8% | 1%
92 | COc1ccccc1NC(=O)C1=C(C)Nc2nc(-c3ccc(N(C)C)cc3)nn2C1c1ccncc1 (stereo not given) | -1% | -14% | 2%
93 | COc1ccc(NC(=O)C(NC(=O)/C=C\c2ccc3c(c2)OCO3)c2ccccc2)cc1 (stereo not given) | x | -1% | 4%
94 | O=C1C2CC=C(Cl)CC2C(=O)N1CCC[n+]1ccccc1 (stereo not given) | 11% | 8% | -2%
95 | Cc1ccc(C)c(S(=O)(=O)N2CCN(CC(=O)NC(=O)NCc3ccccc3)CC2)c1 | -17% | -13% | -11%
96 | COc1ccccc1C(=O)NCCOc1ccc(C)c(C)c1 | -1% | -6% | 3%
97 | CCc1nc(Nc2cccc(F)c2)c2oc3ccccc3c2n1 | -6% | -10% | 2%

Entries by screen from the list.
Nos. 91 to 97 in FEN1 inhibitor read 8%, -14%, -1%, 8%, -13%, -6%, -10%
Nos. 91 to 97 in N370S GC mod read 3%, -1%, x, 11%, -17%, -1%, -6%
